FXIa mix inh: blocks human factor XIa in pooled compound mixtures. purified FXIa, fluorogenic substrate. inhibition, % at 5 µM. 0.19% of 62,000 active. AID 680;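 note: each value is inhibition by a whole ten-compound pool holding the compound; 0% = enzyme with no mixture and 100% = wells lacking enzyme; strong numbers were not always called active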
CatL inh: blocks human cathepsin L protease activity; P07711; purified cathepsin L, fluorogenic substrate, fluorescence; inhibition, %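 (tested at 10 µM)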; 0.17% of 58,000 active; AID 460; in the data active = inhibition above about 45%;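 note: 0% = enzyme with no compound and 100% = no enzyme blank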
Cdc25B block: inhibitors of human Cdc25B phosphatase. P30305. recombinant Cdc25B, OMFP fluorescence Ex485/Em525. inhibition, %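 (compounds tested at 10 µM final in the well)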. 0.1% of 65,000 active. AID 368; in the data active = inhibition above about 50%
MKP-1 inh: inhibitors of human MKP-1 phosphatase. P28562. recombinant MKP-1, OMFP hydrolysis fluorescence. inhibition, %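 (compounds tested at a single concentration somewhere between 10 and 100 µM)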. 0.15% of 65,000 active;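 active = inhibition above about 50%, limit read from the data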;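 note: 0% = DMSO max control wells and 100% = wells with enzyme stopped by NaOH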
HTR1A agonist: activates the human 5-HT1a serotonin receptor | P08908 | activation, % at 10 µM | CHO 5-HT1a Ga15 NFAT-bla reporter, FRET ratio; 0% basal, 100% maximal reference agonist | 0.56% of 65,000 active;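 active = activation above the screen-wide mean activation plus 3 SD, cut at about 19% in these data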;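 note: 0% = DMSO wells and 100% = 5-CT at EC100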
Target sequence (P08908 whole entry, looked up): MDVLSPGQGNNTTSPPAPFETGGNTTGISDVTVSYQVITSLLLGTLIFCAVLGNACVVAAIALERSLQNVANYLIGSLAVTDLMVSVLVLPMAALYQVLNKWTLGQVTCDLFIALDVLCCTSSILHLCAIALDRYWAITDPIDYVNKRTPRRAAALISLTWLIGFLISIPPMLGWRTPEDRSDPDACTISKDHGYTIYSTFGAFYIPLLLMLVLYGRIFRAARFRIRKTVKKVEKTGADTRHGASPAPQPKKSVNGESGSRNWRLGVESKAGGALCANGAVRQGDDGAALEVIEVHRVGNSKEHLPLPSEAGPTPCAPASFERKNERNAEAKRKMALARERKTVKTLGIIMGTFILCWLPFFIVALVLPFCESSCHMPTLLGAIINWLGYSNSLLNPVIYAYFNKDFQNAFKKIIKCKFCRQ
Hsp90 inh: displaces geldanamycin probe from tumor Hsp90. P07900. NCI-N417 lysate Hsp90, Cy3B-geldanamycin FP displacement. inhibition, % at 30 µM. 0.35% of 64,000 active. AID 429;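 active = inhibition above 50%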;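 note: 0% = tracer plus lysate wells and 100% = tracer alone without lysate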
CatG inh: inhibitors of human cathepsin G | P08311 | 0.2% of 62,000 active | purified enzyme, AMC-tetrapeptide fluorescence, pooled mixtures | inhibition, % at 5 µM (by protocol);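 active = inhibition above 20% in each of the two mixture wells holding the compound; inactive = inhibition of 20% or less in either well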;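 note: 0% = enzyme control without mixture and 100% = blank lacking enzyme; strong numbers were not always called active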
FXIIa mix inh: factor XIIa (human) inhibition, mixture screen; purified FXIIa, fluorogenic substrate, pooled mixtures; inhibition, % at 5 µM; 0.2% of 62,000 active; AID 684;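 note: 0% = enzyme without compound and 100% = no enzyme blank; some results filed as inactive read as strong as hits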
C1s inh: blocks human complement C1s protease activity; P09871; 0.16% of 62,000 active; purified C1s, fluorogenic AMC substrate, pooled mixtures; mean inhibition % of two 10-compound mixtures (active compounds read high), % at 5 µM (by protocol);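 active = inhibition above 20% in each of the two 10-compound mixture wells holding the compound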;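 note: 0% = enzyme wells lacking compound mixture and 100% = no-enzyme blank wells; some compounds called inactive have numbers as strong as hits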
Target sequence (P09871 16-437 limits assumed): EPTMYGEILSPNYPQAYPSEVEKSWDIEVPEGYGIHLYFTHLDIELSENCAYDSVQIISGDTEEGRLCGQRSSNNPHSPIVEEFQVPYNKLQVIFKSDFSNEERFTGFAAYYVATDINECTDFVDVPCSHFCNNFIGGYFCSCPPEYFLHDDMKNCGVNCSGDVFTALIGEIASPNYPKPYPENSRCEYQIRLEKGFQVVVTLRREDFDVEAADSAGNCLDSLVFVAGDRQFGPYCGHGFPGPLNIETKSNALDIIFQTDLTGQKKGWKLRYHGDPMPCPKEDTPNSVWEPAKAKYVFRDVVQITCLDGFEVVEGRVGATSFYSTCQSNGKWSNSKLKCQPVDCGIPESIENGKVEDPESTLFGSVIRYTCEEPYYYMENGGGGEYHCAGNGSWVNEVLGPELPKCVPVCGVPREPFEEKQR
Target sequence (P09871 438-688 limits assumed): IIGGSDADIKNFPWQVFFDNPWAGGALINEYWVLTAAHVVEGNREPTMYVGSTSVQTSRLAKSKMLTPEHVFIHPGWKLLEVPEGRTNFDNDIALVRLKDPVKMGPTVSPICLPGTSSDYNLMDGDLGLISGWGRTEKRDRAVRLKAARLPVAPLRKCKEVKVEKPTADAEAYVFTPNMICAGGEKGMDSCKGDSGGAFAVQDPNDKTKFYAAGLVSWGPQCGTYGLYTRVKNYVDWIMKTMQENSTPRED
Starred values were filed as active, the others as inactive. Cut-off read from the data, not from the text of the source, unless noted: active = inhibition above about 20% (passing the limit was not always enough); inactive = the rest. Compounds were not picked by outcome, and some 1.6% of all compounds hit somewhere here.

Cc1occc1-c1nnc(SCC(=O)Nc2ccccc2)n1C(C)c1ccccc1 (configuration not stated) was read as FXIa mix inh 7, CatL inh 6, Cdc25B block -14, MKP-1 inh 13, HTR1A agonist -3.1, Hsp90 inh 0, CatG inh 12, FXIIa mix inh -1 and C1s inh 14.
For O=C(CSc1nc2ccccc2s1)NCCCN1CCOCC1 the results were FXIa mix inh 1, CatL inh 11, Cdc25B block 3, MKP-1 inh -21, HTR1A agonist 0.5, Hsp90 inh -14, CatG inh -2, FXIIa mix inh -19 and C1s inh 1.
CCOC(=O)C1CCN(c2c(NCc3ccc(C(=O)NCCC(C)C)cc3)c(=O)c2=O)CC1 was read as FXIa mix inh 3, CatL inh 21, Cdc25B block 9, MKP-1 inh 32, HTR1A agonist -3.8, Hsp90 inh 3, CatG inh 7, FXIIa mix inh 4 and C1s inh -1.
For CCOC(=O)Nc1ccc2c(c1)N(C(=O)CN1CCN(C)CC1)c1ccccc1S2 the results were FXIa mix inh 1, CatL inh -4, Cdc25B block 3, MKP-1 inh -16, HTR1A agonist 0.0, Hsp90 inh -3, CatG inh 9, FXIIa mix inh -3 and C1s inh 3.
`COCCn1c(=N)c(C(=O)NCCc2ccccc2)cc2c(=O)n3cccc(C)c3nc21` gave FXIa mix inh -40, CatL inh -51, Cdc25B block -23, MKP-1 inh -8, HTR1A agonist 0.7, Hsp90 inh -3, CatG inh -23, FXIIa mix inh 2 and C1s inh -105.
C=CCSc1nncn1/N=C/c1ccc(OC)cc1 was read as FXIa mix inh 3, CatL inh 11, Cdc25B block 4, MKP-1 inh -11, HTR1A agonist 2.5, Hsp90 inh 3, CatG inh -7, FXIIa mix inh 8 and C1s inh -8.
Cn1c(NC(=O)c2ccccc2NC(=O)C(C)(C)C)nc2ccccc21 was read as FXIa mix inh 5, CatL inh -24, Cdc25B block -17, MKP-1 inh -9, HTR1A agonist -4.7, Hsp90 inh 1, CatG inh 4, FXIIa mix inh -2 and C1s inh 10.
For O=C(CCn1c(=O)oc2ccccc21)Nc1ccccc1 the results were FXIa mix inh 3, CatL inh -1, Cdc25B block 1, MKP-1 inh -21, HTR1A agonist -0.9, Hsp90 inh -13, CatG inh -4, FXIIa mix inh 4 and C1s inh 1.
For COC(=O)c1ccc(-n2nnnc2SCc2nn[nH]n2)cc1 the results were FXIa mix inh 3, CatL inh 5, Cdc25B block -13, MKP-1 inh 1, HTR1A agonist 0.3, Hsp90 inh -6, CatG inh -8, FXIIa mix inh 12 and C1s inh 3.
`CCOC(=O)c1[nH]c(C)c(C(=O)N2CCOCC2)c1C` gave FXIa mix inh 2, Cdc25B block -6, MKP-1 inh -8, HTR1A agonist 0.0, Hsp90 inh -2, CatG inh 13, FXIIa mix inh -12 and C1s inh 13.
For COc1ccc(Cc2nnc(NC(=O)C3CCCO3)s2)cc1 (configuration not stated) the results were FXIa mix inh 1, CatL inh -1, Cdc25B block -9, MKP-1 inh -14, HTR1A agonist -2.2, Hsp90 inh 0, CatG inh -6, FXIIa mix inh 4 and C1s inh -16.
Cc1cccc(OCC(O)Cn2c(=N)n(CCN3CCOCC3)c3ccccc32)c1 (configuration not stated) was read as FXIa mix inh 0, Cdc25B block 4, MKP-1 inh 7, HTR1A agonist 12, Hsp90 inh -7, CatG inh 6, FXIIa mix inh 2 and C1s inh 4.
`CCOc1ccc(C(=O)Nc2ccc(NC(=O)c3ccco3)c(Cl)c2)cc1Br` gave FXIa mix inh 3, CatL inh -11, Cdc25B block 1, MKP-1 inh 23, HTR1A agonist -0.9, Hsp90 inh -3, CatG inh 4, FXIIa mix inh 30 and C1s inh -27.
For Cc1ccc(S(=O)(=O)N(CC(=O)O)Cc2ccccc2F)cc1 the results were FXIa mix inh 1, CatL inh -13, Cdc25B block -15, MKP-1 inh 3, HTR1A agonist -0.8, Hsp90 inh 2, CatG inh 1, FXIIa mix inh 1 and C1s inh -4.
CC1(C)Cc2c(sc3nc4n(c(=N)c23)CCC4)CO1 was read as CatL inh 29, Cdc25B block -14, MKP-1 inh -12, HTR1A agonist 1.5 and Hsp90 inh -8.
For Cc1ccc2cc(CN(CCCO)S(=O)(=O)c3cccc4nsnc34)c(=O)[nH]c2c1C the results were FXIa mix inh 5, CatL inh 4, Cdc25B block -11, MKP-1 inh 14, HTR1A agonist 0.6, Hsp90 inh -2, CatG inh -2, FXIIa mix inh 4 and C1s inh -23.
For CCOc1cc(NC(=O)C2CCCCC2)c(OCC)cc1NC(=O)c1ccco1 the results were FXIa mix inh 11, CatL inh 10, Cdc25B block 13, MKP-1 inh 3, HTR1A agonist 1.1, Hsp90 inh 1, CatG inh 9, FXIIa mix inh 12 and C1s inh 13.
C=CCNS(=O)(=O)c1ccc2nsnc2c1 was read as FXIa mix inh 0, CatL inh 3, Cdc25B block 3, MKP-1 inh 7, HTR1A agonist 1.2, Hsp90 inh 0, CatG inh -4, FXIIa mix inh 11 and C1s inh -7.
For COc1ccc(OC)c(C2N(c3ccc(Cl)cc3)C(=O)C3CCCN32)c1 (configuration not stated) the results were FXIa mix inh -1, CatL inh 4, Cdc25B block 5, MKP-1 inh 13, HTR1A agonist 0.6, Hsp90 inh -6, CatG inh 9, FXIIa mix inh 0 and C1s inh 2.
Screening O=C(CN(CCc1ccccc1)C(=O)Cn1nnc(-c2cccs2)n1)NCc1ccco1 returned FXIa mix inh 0, CatL inh -9, Cdc25B block -11, MKP-1 inh 5, HTR1A agonist -2.0, Hsp90 inh 0, CatG inh -12, FXIIa mix inh 21 and C1s inh -22.

Random excerpt: 2 compounds from above, in no set order.
Cn1c(NC(=O)c2ccccc2NC(=O)C(C)(C)C)nc2ccccc21 was read as FXIa mix inh 5, CatL inh -24, Cdc25B block -17, MKP-1 inh -9, HTR1A agonist -4.7, Hsp90 inh 1, CatG inh 4, FXIIa mix inh -2 and C1s inh 10.
For COc1ccc(OC)c(C2N(c3ccc(Cl)cc3)C(=O)C3CCCN32)c1 (configuration not stated) the results were FXIa mix inh -1, CatL inh 4, Cdc25B block 5, MKP-1 inh 13, HTR1A agonist 0.6, Hsp90 inh -6, CatG inh 9, FXIIa mix inh 0 and C1s inh 2.

The results go on.
`Cc1ccc(-n2ncc3c(=O)n(CC(=O)N4CCCc5ccccc54)cnc32)cc1C` gave FXIa mix inh 6, CatL inh -14, Cdc25B block -8, MKP-1 inh 7, HTR1A agonist 1.1, Hsp90 inh -1, CatG inh -13, FXIIa mix inh 3 and C1s inh -14.
COCCOC(=O)C1=C(C)NC(SCC(=O)NC(C)(C)C)=C(C#N)C1c1ccco1 (configuration not stated) was read as CatL inh -5, Cdc25B block -7, MKP-1 inh -22, HTR1A agonist -0.4 and Hsp90 inh -5.
`CCCCOC(=O)Cn1c(=O)oc2ccc(C)cc21` gave FXIa mix inh 1, CatL inh 15, Cdc25B block -10, MKP-1 inh -3, HTR1A agonist -0.2, Hsp90 inh -3, CatG inh 35, FXIIa mix inh 2 and C1s inh -23.
For CN(C)c1ccc(NC(=O)Cn2ncn3c(cc4ccccc43)c2=O)cc1 the results were FXIa mix inh -6, CatL inh 13, Cdc25B block -7, MKP-1 inh 33, HTR1A agonist -3.0, Hsp90 inh -2, CatG inh 1, FXIIa mix inh 11 and C1s inh -3.
For CC1CCN(C(C(=O)Nc2ccc3c(c2)OCO3)c2ccccc2)CC1 (configuration not stated) the results were FXIa mix inh 17, CatL inh 1, Cdc25B block 5, MKP-1 inh 5, HTR1A agonist -0.6, Hsp90 inh -4, CatG inh 8, FXIIa mix inh 3 and C1s inh 8.
COc1cccc(C2(O)CCN(C(=O)C3CC3)CC2)c1 was read as FXIa mix inh 3, CatL inh 14, Cdc25B block -9, MKP-1 inh -16, HTR1A agonist -1.3, Hsp90 inh -3, CatG inh 8, FXIIa mix inh 5 and C1s inh 11.
For O=S(c1ccsc1)c1ccsc1 the results were FXIa mix inh 5, CatL inh 4, Cdc25B block 3, MKP-1 inh 0, HTR1A agonist -1.9, Hsp90 inh 3, CatG inh 10, FXIIa mix inh -16 and C1s inh 9.
For CCOC(=O)c1ccc2nc(NC(=O)C(C)C)sc2c1 the results were FXIa mix inh 5, CatL inh 24, Cdc25B block 3, MKP-1 inh 3, HTR1A agonist -1.2, Hsp90 inh -3, CatG inh 13, FXIIa mix inh 5 and C1s inh 12.
`COc1ccc(OC)c(NC(=O)C2CCCN(S(=O)(=O)c3c(C)noc3C)C2)c1` (configuration not stated) gave FXIa mix inh 9, CatL inh 20, Cdc25B block 0, MKP-1 inh 10, HTR1A agonist -1.8, Hsp90 inh 4, CatG inh 17, FXIIa mix inh 1 and C1s inh 18.
For CCOC(=O)N1CCN(S(=O)(=O)c2ccc3[nH]c(=O)sc3c2)CC1 the results were FXIa mix inh 4, CatL inh -2, Cdc25B block -3, MKP-1 inh -2, HTR1A agonist -0.3, Hsp90 inh -3, CatG inh -2, FXIIa mix inh -6 and C1s inh -9.
Screening CCN(CC)C(=O)C1=C(C)NC(=O)NC1c1c(F)cccc1Cl (configuration not stated) returned FXIa mix inh 0, CatL inh 5, Cdc25B block -9, MKP-1 inh -1, HTR1A agonist 0.1, Hsp90 inh -2, CatG inh 1, FXIIa mix inh 3 and C1s inh 0.
`CCS(=O)(=O)N1CCC(C(=O)NCc2ccco2)CC1` gave FXIa mix inh 3, CatL inh -6, Cdc25B block -14, MKP-1 inh 1, HTR1A agonist -4.2, Hsp90 inh 1, CatG inh 2, FXIIa mix inh 4 and C1s inh 5.
COC(=O)c1ccc(CSc2nc3c(cnn3-c3ccc(C)cc3)c(=O)[nH]2)o1 was read as Cdc25B block 3, MKP-1 inh 5, HTR1A agonist 0.9 and Hsp90 inh 1.
For CC(C)(C)n1nc2c(c1NC(=O)CCCc1ccccc1)CS(=O)C2 (configuration not stated) the results were FXIa mix inh 5, Cdc25B block -5, MKP-1 inh 12, HTR1A agonist 2.2, Hsp90 inh 1, CatG inh -2, FXIIa mix inh 3 and C1s inh 1.
CC12C(=O)N(c3ccccn3)C(=O)C1C1C=CC2C1 (configuration not stated) was read as FXIa mix inh 8, CatL inh -5, Cdc25B block -19, MKP-1 inh 0, HTR1A agonist 1.6, Hsp90 inh -1, CatG inh -2, FXIIa mix inh 0 and C1s inh -4.
`CS(=O)(=O)N1CCc2cc(C(=O)N3CCCCC3)ccc21` gave FXIa mix inh 6, CatL inh 7, Cdc25B block -13, MKP-1 inh -1, HTR1A agonist -3.9, Hsp90 inh -14, CatG inh 2, FXIIa mix inh -2 and C1s inh 14.
For CC(=O)Nc1ccc(S(=O)(=O)NCC(C)NS(=O)(=O)c2ccc(NC(C)=O)cc2)cc1 (configuration not stated) the results were FXIa mix inh 1, CatL inh -1, Cdc25B block -9, MKP-1 inh 14, HTR1A agonist -1.1, Hsp90 inh 0, CatG inh -4, FXIIa mix inh 3 and C1s inh -12.
CCC(=O)Nc1cccc(-c2cn3ccsc3n2)c1 was read as FXIa mix inh 6, CatL inh 13, Cdc25B block -6, MKP-1 inh 35, HTR1A agonist -1.1, Hsp90 inh 1, CatG inh 12, FXIIa mix inh 1 and C1s inh 15.
For O=C(C1CCN(S(=O)(=O)c2cccc3nsnc23)CC1)N1CCc2ccccc2C1 the results were FXIa mix inh 4, CatL inh 13, Cdc25B block -2, MKP-1 inh 25, HTR1A agonist -0.8, Hsp90 inh -1, CatG inh 11, FXIIa mix inh -3 and C1s inh 14.
`COc1cccc(N2CC(C)Cn3c2nc2c3c(=O)n(CCN3CCOCC3)c(=O)n2C)c1` (configuration not stated) gave FXIa mix inh 4, CatL inh 0, Cdc25B block -3, MKP-1 inh -19, HTR1A agonist 0.4, Hsp90 inh 2, CatG inh -5, FXIIa mix inh 4 and C1s inh 2.
`CC(C)(C)NC1=CC(=O)OC12CCCCC2` gave FXIa mix inh 7, CatL inh 20, Cdc25B block -6, MKP-1 inh 4, HTR1A agonist -3.8, Hsp90 inh 4, CatG inh 14, FXIIa mix inh -10 and C1s inh 9.
Cc1ccc2cccc(S(=O)(=O)N3CCN(c4cccc(Cl)c4)CC3)c2n1 was read as FXIa mix inh 6, CatL inh 19, Cdc25B block -9, MKP-1 inh -10, HTR1A agonist -1.7, Hsp90 inh -2, CatG inh -12, FXIIa mix inh 6 and C1s inh -11.

Assay outcomes deposited in PubChem BioAssay by several laboratories.
